High-throughput results (PubChem BioAssay)
TDP-43 yeast inh – rescues yeast growth from TDP-43 toxicity | TDP-43 expressing yeast growth rescue, BacTiter-Glo, 24 h | Potency, µM (top dose mostly 46.1 µM), without a hit: top-dose growth rescue (activation), most hits filed as activators | 410,000 compounds, 1.8% hits | AID 652104; note: potency is the fitted concentration of half-maximal effect; % of control where 0% means no effect; nearly all actives have a fitted effect of over 50% in size
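Readout is BacTiter-Glo luminescence of cell growth, so inhibitors register as activators. TDP-43-expressing yeast at OD600=0.02 in galactose medium, after raffinose pregrowth to mid-log, were incubated with compound for 24 hr at 30 deg C.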
EPAC2 agonist – EPAC2 (human) agonism | 360,000 compounds, 0.079% hits | AID 720711 | Q8WZA2 | Potency, µM (series often up to 154 µM), without a hit: at the highest dose activation, most hits filed as activators | EPAC2 activation, biochemical qHTS; response scale: 100% = 6.5 mM cAMP response; note: potency is the fitted concentration of half-maximal effect; nearly all actives have a fitted effect of over 50% in size
Target sequence (Q8WZA2 whole entry, looked up): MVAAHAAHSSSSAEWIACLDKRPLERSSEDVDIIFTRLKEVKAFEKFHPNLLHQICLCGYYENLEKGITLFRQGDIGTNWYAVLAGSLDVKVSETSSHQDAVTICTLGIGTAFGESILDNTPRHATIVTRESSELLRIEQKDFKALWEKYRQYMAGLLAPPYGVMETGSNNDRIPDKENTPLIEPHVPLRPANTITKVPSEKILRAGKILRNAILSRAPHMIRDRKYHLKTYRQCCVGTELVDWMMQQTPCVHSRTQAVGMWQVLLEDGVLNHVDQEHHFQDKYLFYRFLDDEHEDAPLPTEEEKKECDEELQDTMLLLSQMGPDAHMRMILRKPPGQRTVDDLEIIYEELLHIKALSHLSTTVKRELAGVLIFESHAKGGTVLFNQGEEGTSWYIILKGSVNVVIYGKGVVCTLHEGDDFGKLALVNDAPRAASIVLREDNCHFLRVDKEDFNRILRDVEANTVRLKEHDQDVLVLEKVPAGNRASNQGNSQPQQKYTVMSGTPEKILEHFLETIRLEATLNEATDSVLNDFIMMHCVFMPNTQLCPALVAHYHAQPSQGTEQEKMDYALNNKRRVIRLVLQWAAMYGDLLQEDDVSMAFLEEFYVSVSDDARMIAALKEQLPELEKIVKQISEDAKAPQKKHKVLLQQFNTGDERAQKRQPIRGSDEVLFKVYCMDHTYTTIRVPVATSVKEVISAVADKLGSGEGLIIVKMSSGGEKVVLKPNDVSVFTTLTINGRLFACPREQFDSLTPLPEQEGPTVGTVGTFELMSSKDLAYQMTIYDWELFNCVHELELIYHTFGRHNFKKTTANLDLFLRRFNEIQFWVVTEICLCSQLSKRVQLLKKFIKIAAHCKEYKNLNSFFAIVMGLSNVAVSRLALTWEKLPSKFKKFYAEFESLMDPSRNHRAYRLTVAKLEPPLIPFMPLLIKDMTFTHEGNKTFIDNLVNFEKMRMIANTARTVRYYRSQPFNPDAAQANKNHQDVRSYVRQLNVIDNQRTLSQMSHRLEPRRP
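qHTS, titration series. 100 nM EPAC2 / 250 nM Rap1B-BODIPY-GDP / 50 uM GDP; RT; ex 480/em 540 nm, 5-min reads to 30 min. Norm. to 6.5 mM cAMP = activation.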
DRD3 agonist – D3 dopamine receptor (human) agonism; P35462; D3R DiscoveRx beta-arrestin cells, luminescence, 90 min; max activation, %; 410,000 compounds, 0.58% hits; in the data active = max activation above about 30%; note: 0% is about no effect; mostly tested at two doses, the higher about 12 µM
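Agonist-mode cell screen: cells plated at 1500/well and incubated overnight at 37 °C, then exposed to library compounds for 90 min at 37 °C. Detection reagent was added for 30–60 min at room temperature, and luminescence was read.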
D3 antag – antagonists of human D3 dopamine receptor; D3R cells, DiscoveRx beta-arrestin luminescence, antagonist mode; active compounds read low; 360,000 compounds, 2.5% hits; max response, negative = inhibition, %; in the data active = max response below about -50%; inconclusive = no clear call, values can overlap the other calls; note: % is set by controls: 0 for no effect and ±100 for the full control effect; mostly tested at two doses, the higher about 12 µM
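Cells plated overnight at 1500 cells/well, then exposed to library compounds with dopamine controls for 90 minutes at 37 degrees C. DiscoveRx reagent added for 30–60 minutes at room temperature; luminescence read, quantitative HTS format.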
Abeta rescue – A-beta toxicity reversal in yeast | Potency, µM (doses to about 46.1 µM), without a hit: top-dose growth rescue, hits mostly activators | 410,000 compounds, 0.063% hits | yeast expressing A-beta42, growth rescue, OD600, 48 h; response scale: 0% DMSO, 100% iron-clioquinol control; note: potency is the fitted concentration of half-maximal effect; nearly all actives have a fitted effect of over 55% in size
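Yeast A-beta toxicity model in growth medium with pinned compounds, 48 h at 30 C; growth read as absorbance at 600 nm. Normalized to FeCl3/clioquinol equimolar mix (positive) and DMSO (negative).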
FUS suppressor – FUS proteinopathy suppression in yeast | AID 1347120 | 390,000 compounds, 0.24% hits | S. cerevisiae FUS-expressing, growth rescue, OD600, 24 h | Potency, µM (series often up to 76.6 µM), inactives show at the top dose growth rescue (activation), actives largely listed as activators;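 note: potency is the fitted concentration of half-maximal effect; plate controls were DMSO vehicle for no effect and reference control for full effect; nearly all actives have a fitted effect of over 55% in size; some results filed as inactive show a strong effect at the top dose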
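Absorbance at 600 nm, taken 24hr after compound addition, measured rescue of FUS-yeast growth at 30C. Induction used 2% galactose with seeding at OD 0.005. Controls: CP55940 from 92uM final, DMSO only.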
EPAC2 antagonist – blocks human EPAC2 exchange factor; EPAC2 GEF exchange of Rap1B-BODIPY-GDP, fluorescence; 360,000 compounds, 0.18% hits; Q8WZA2; Potency, µM (highest dose often 114 µM), without a hit: at the top dose activity, negative = inhibition, most hits filed as inhibitors; note: potency is the fitted concentration of half-maximal effect; % is set by controls: 0 for no effect and ±100 for the full control effect; nearly all actives have a fitted effect of over 45% in size; many of its hits are not listed in these tables
aSyn yeast inh – alpha-synuclein toxicity inhibition in yeast. Yeast expressing alpha-synuclein, growth rescue, BacTiter-Glo, 24 h. Potency, µM (titrated, usually from 46.1 µM), without a hit: at the top dose growth rescue (activation), usual class: activators. 370,000 compounds, 0.14% hits. AID 652106; note: potency is the fitted concentration of half-maximal effect; % of control where 0% means no effect; nearly all actives have a fitted effect of over 65% in size
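Rescue of yeast growth: cells expressing toxic alpha-synuclein, induced in galactose at OD600 0.02, incubated with compound 24 h at 30 C. ATP luminescence quantified growth; inhibitors of toxicity appear as activators.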
* = called active by the depositor; u = inconclusive; x = not tested or not shown; [ ] = dose if it differs, or a comment. Unless noted, calls come from the whole dose curve; as a rule, active = well fitted curve in the direction sought with a large enough effect; inconclusive = small, poorly fitted or top-dose-only effect, or another doubt; inactive = no such curve, though single readings can be large; an effect the other way counts as inactive or inconclusive. Only part of the results is shown; the hit share may differ from the screen's.

Values run as follows: TDP-43 yeast inh | EPAC2 agonist | DRD3 agonist | D3 antag | Abeta rescue | FUS suppressor | EPAC2 antagonist | aSyn yeast inh
> CCCCCc1cc(=O)oc2c(C(CCN3CCCCC3)c3ccc(OC)cc3)c(OC)cc(OC)c12 (stereo not given)
 : -3% | 14% | -44 | u | 0% | 31% | -6% | -6%
> Cc1ccccc1NC(=O)N1CCc2c(sc3c2CCCC3)C1c1ccccc1 (stereo not given)
 : -4% | x | -21 | x | -11% | 47% | x | x
> CC(=O)Nc1ccc(S(=O)(=O)c2ccc(N)cc2)cc1
 : 9% | 1% | 3 | 19 | -10% | -31% | -8% | -1%
> O=C(O)CCCn1nc(-c2ccccc2)c2ccccc21
 : u | 9% | -1 | -3 | 4% | -4% | -2% | 2%
> O=C(CSc1nnc2ccc(-c3ccccn3)nn12)Nc1ccc(F)cc1F
 : 26% | 5% | 4 | 0 | 10% | -4% | -8% | 2%
> N#C/C(=C\c1ccc(F)cc1F)S(=O)(=O)c1ccccn1
 : -16% | 1% | 3 | 16 | -6% | 6% | 13% | 6%
> C[C@]12c3[nH]c4ccccc4c3CCN1C(=O)C(CC(=O)NCCc1ccccn1)C[C@@H]2C(=O)N1CCCCC1 (stereo not given in full)
 : 11% | -3% | 3 | -17 | -7% | -11% | 4% | -3%
> CC1CCC2(CC1)NC(=O)N(CC(=O)NCc1ccc3c(c1)OCO3)C2=O (stereo not given)
 : -4% | 15% | -16 | -17 | x | -16% | -2% | -5%
> COc1ccccc1N(C(=O)c1snc(C(N)=O)c1N)C(C(=O)NC1CCCCC1)c1cccc(OC)c1OC (stereo not given)
 : -1% | -6% | -6 | -9 | -8% | 35% | -17% | 0%
> COc1cc(OC)c2c(-c3cccc(-c4cccc(C)c4)c3)cc(=O)oc2c1
 : -2% | 15% | 0 | -1 | -22% | 37% | -6% | 21%

Next structures follow.
Values run as follows: TDP-43 yeast inh | EPAC2 agonist | DRD3 agonist | D3 antag | Abeta rescue | FUS suppressor | EPAC2 antagonist | aSyn yeast inh
> O=C(Nc1ccnn1C1CCN(C(=O)c2cccc(C(F)(F)F)c2)CC1)C1CC1
 : 20% | -7% | 5 | 7 | -6% | 5% | 8% | -3%
> CCOc1cccc2cc(-c3cn4cc(C)ccc4n3)c(=O)oc12
 : 14% | -1% | 1 | 10 | 7% | 6% | -3% | -2%
> CCSC1=NC(C)(C)C=C(/C=C/c2ccc(Cl)cc2Cl)N1
 : -29% | 5% | -10 | -24 | -3% | 55% | 7% | -9%
> COc1cccc(-c2cnc3c(NC(C)=O)cc(-c4ccsc4)cn23)c1
 : 0% | -1% | -3 | 17 | -18% | u | -7% | -21%
> CCC1CCCCN1CCN1C(=O)C2C(C(=O)Nc3cccc(OC)c3)C3C=CC2(O3)C1C(=O)NC1CCCCC1 (stereo not given)
 : 3% | 5% | -3 | -7 | 5% | 22% | 10% | 6%
> CC(=O)Oc1ccc2c(C)cc(=O)oc2c1C(=O)c1ccccc1
 : u | 2% | 9 | 0 | 4% | 7% | -11% | 3%
> Cc1ccccc1Nc1nnc(SCc2cc(=O)n3ccsc3n2)s1
 : 8% | 2% | 46* | 4 | 18% | u | 1% | -1%
> COC(=O)[C@]1(CC(C)C)N[C@H](c2ccc(-c3ccc(OC)cc3)cc2)[C@@H]2C(=O)N(C)C(=O)[C@@H]21
 : u | 10% | -3 | -20 | 10% | 25% | -2% | 6%
> CC(=O)N1CCCC(c2cc(C(=O)Nc3ccccc3)no2)C1 (stereo not given)
 : -11% | 5% | -10 | 0 | -30% | -12% | 2% | -4%
> CCCCN(C(=O)c1ccccc1OCc1ccc(F)cc1)c1c(N)n(CCC)c(=O)[nH]c1=O
 : -1% | -4% | -1 | -1 | 5% | 8% | 5% | 12%

(more compounds)
Values run as follows: TDP-43 yeast inh | EPAC2 agonist | DRD3 agonist | D3 antag | Abeta rescue | FUS suppressor | EPAC2 antagonist | aSyn yeast inh
> Cc1ccnc2ccc(-c3nc4ccccc4o3)cc12
 : 2% | -4% | -2 | 9 | -22% | 14% | 10% | u
> COc1cc(NS(=O)(=O)c2ccc(-n3cccn3)cc2)cc(OC)c1
 : 22% | 8% | 3 | 26 | 2% | -18% | -15% | 6%
> CCCC(=O)Nc1c(-c2ccccc2)c(=O)c(C)nn1-c1ccccc1
 : -10% | 7% | 8 | 7 | 5% | 9% | 3% | -1%
> COC(=O)c1ccc(COc2ccc(/C=N/Nc3cccc(C(=O)O)c3)cc2)cc1
 : 29% | 4% | 2 | -13 | 11% | 17% | -9% | 17%
> CCOC(=O)N1CCC(NC(=O)C2CCCN(Cc3nc(-c4ccc(CC)cc4)oc3C)C2)CC1 (stereo not given)
 : -22% | 3% | 1 | -2 | -1% | 13% | -9% | -2%
> CC(C)(C)C1CCC2(CC1)CC(=O)c1ccccc1O2 (stereo not given)
 : -11% | 5% | -1 | -5 | 4% | -19% | -18% | -3%
> c1ccc(-c2nc(NCc3cccs3)c3ccccc3n2)cc1
 : -6% | 4% | 3 | 17 | 5% | 9% | -11% | -8%
> CC(=O)OCC(=O)Nc1ccc(N=Nc2ccccc2)cc1
 : 11µM* | 4% | -8 | -8 | -18% | 19% | -7% | -15%
> COc1ccc(CNC(=O)C(c2ccco2)N(C(=O)c2ccccn2)c2ccccc2)cc1 (stereo not given)
 : -1% | 8% | 0 | 16 | -3% | -1% | 4% | 6%
> Cc1cccc(Cn2cccc2CNS(=O)(=O)c2ccc(C)c(C)c2)c1
 : u | x | 1 | x | -4% | 2% | x | x

Next entries follow.
Values run as follows: TDP-43 yeast inh | EPAC2 agonist | DRD3 agonist | D3 antag | Abeta rescue | FUS suppressor | EPAC2 antagonist | aSyn yeast inh
> CC1CCCN(C(=O)CNC(=O)Cn2ccc3ccccc3c2=O)C1 (stereo not given)
 : -4% | 4% | 0 | 23 | -6% | -14% | -4% | -5%
> Cc1ccc2c(COC(=O)C3CSC4(C)CCC(=O)N34)cc(=O)oc2c1C (stereo not given)
 : -21% | 3% | 2 | 16 | -1% | x | -3% | 13%
> Cc1ccc(-n2ncc(C(=O)O)c2C2CCN(C(=O)OC(C)(C)C)CC2)cc1
 : 10% | -7% | 0 | 7 | 8% | 45% | -3% | 6%
> COc1ccc(NC(=O)CC2CC3CCC2C3)cc1S(=O)(=O)N1CCOCC1 (stereo not given)
 : -6% | u | 6 | 2 | -7% | x | -6% | -6%
> Cn1c(N)c(C(=O)COC(=O)c2ccc(Cl)c(S(=O)(=O)N3CCCC3)c2)c(=O)n(C)c1=O
 : 3% | 5% | -5 | -4 | 13% | 17% | -8% | -1%
> COc1ccc(NC(=O)CN(C)CC(=O)Nc2ccc(Cl)cc2F)cc1
 : 14% | 1% | -8 | 0 | 12% | 5% | -6% | 2%
> CCOc1ccc(N2C(=O)CC(SC(=NC)Nc3cccc(F)c3)C2=O)cc1 (stereo not given)
 : 4% | 0% | -4 | 14 | 7% | 12% | -18%[57.1 µM] | 5%
> COc1ccc(-c2oc3ncn4nc(-c5ccccc5O)nc4c3c2-c2ccc(OC)cc2)cc1
 : 16% | x | 7 | x | -9% | 3% | x | x
> O=C1CCN(C(=O)Nc2ccccc2)N1
 : -7% | -1% | -2 | 15 | 1% | 19% | 6% | -9%
> CCN=c1sc2ccccc2n1CC(O)COc1ccccc1 (stereo not given)
 : -13% | 17% | -6 | -7 | 12% | -17% | -16% | -3%

More entries
Values run as follows: TDP-43 yeast inh | EPAC2 agonist | DRD3 agonist | D3 antag | Abeta rescue | FUS suppressor | EPAC2 antagonist | aSyn yeast inh
> COc1ccc(NC(=O)CN2C(=O)c3ccccc3S2(=O)=O)cc1S(=O)(=O)N1CCOCC1
 : 17% | 2% | 1 | 2 | 11% | 3% | 8% | 3%
> O=C1NN(c2ccccc2)C(=O)/C1=C\c1cccc(OC(=O)c2cccs2)c1
 : -23% | 9% | -2 | 0 | 20% | 34% | 16% | -2%
> Cc1noc(C)c1COc1ccc(C(=O)N2CCN(S(=O)(=O)c3ccc(F)cc3)CC2)cc1
 : 13% | 0% | 6 | 34 | -13% | x | -4% | -8%
> O=C(O)Cc1ccc(S(=O)(=O)Nc2ccccc2C(=O)O)cc1
 : -15% | 10% | 0 | -28 | -21% | -2% | -7% | 2%

Full records, looked up by structure. Order of values: TDP-43 yeast inh, EPAC2 agonist, DRD3 agonist, D3 antag, Abeta rescue, FUS suppressor, EPAC2 antagonist, aSyn yeast inh
COc1ccc(NC(=O)CN2C(=O)c3ccccc3S2(=O)=O)cc1S(=O)(=O)N1CCOCC1 in the list: 17%, 2%, 1, 2, 11%, 3%, 8%, 3%
O=C(O)Cc1ccc(S(=O)(=O)Nc2ccccc2C(=O)O)cc1 in the list: -15%, 10%, 0, -28, -21%, -2%, -7%, 2%

Among those listed so far, 7 have fluorine:
Values run as follows: TDP-43 yeast inh | EPAC2 agonist | DRD3 agonist | D3 antag | Abeta rescue | FUS suppressor | EPAC2 antagonist | aSyn yeast inh
> O=C(CSc1nnc2ccc(-c3ccccn3)nn12)Nc1ccc(F)cc1F
 : 26% | 5% | 4 | 0 | 10% | -4% | -8% | 2%
> N#C/C(=C\c1ccc(F)cc1F)S(=O)(=O)c1ccccn1
 : -16% | 1% | 3 | 16 | -6% | 6% | 13% | 6%
> O=C(Nc1ccnn1C1CCN(C(=O)c2cccc(C(F)(F)F)c2)CC1)C1CC1
 : 20% | -7% | 5 | 7 | -6% | 5% | 8% | -3%
> CCCCN(C(=O)c1ccccc1OCc1ccc(F)cc1)c1c(N)n(CCC)c(=O)[nH]c1=O
 : -1% | -4% | -1 | -1 | 5% | 8% | 5% | 12%
> COc1ccc(NC(=O)CN(C)CC(=O)Nc2ccc(Cl)cc2F)cc1
 : 14% | 1% | -8 | 0 | 12% | 5% | -6% | 2%
> CCOc1ccc(N2C(=O)CC(SC(=NC)Nc3cccc(F)c3)C2=O)cc1 (stereo not given)
 : 4% | 0% | -4 | 14 | 7% | 12% | -18%[57.1 µM] | 5%
> Cc1noc(C)c1COc1ccc(C(=O)N2CCN(S(=O)(=O)c3ccc(F)cc3)CC2)cc1
 : 13% | 0% | 6 | 34 | -13% | x | -4% | -8%
